ERp5 block = ERp5 (human) disulfide isomerase inhibition; AID 651711; 350,000 tested, 0.05% active; inhibition, % at 9.99 µM; ERp5 insulin aggregation, absorbance 650 nm, 90 min;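 active = mean replicate inhibition above about 25%, with every replicate also reaching it, limit read from the data, passing the limit was not always enough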
Target sequence (Q15084 whole entry, looked up): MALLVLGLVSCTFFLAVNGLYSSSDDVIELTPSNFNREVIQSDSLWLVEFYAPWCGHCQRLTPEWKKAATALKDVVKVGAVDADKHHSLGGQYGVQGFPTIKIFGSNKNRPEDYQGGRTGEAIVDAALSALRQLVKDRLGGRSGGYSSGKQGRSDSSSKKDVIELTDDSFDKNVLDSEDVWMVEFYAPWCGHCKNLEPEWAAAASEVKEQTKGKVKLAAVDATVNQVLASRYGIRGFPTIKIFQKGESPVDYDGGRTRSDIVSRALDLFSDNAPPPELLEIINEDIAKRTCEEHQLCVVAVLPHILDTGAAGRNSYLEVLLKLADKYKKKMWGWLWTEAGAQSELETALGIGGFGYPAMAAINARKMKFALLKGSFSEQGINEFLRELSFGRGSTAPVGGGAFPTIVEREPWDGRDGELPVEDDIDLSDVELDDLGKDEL
miR122 inh = blocks miR-122 activity in Huh7 sensor cells; Huh7 miR-122 Renilla luciferase sensor, 48 h; neutral wells = 0, positive control = 100; activation (reporter increase), % at 12.5 µM; 340,000 tested, 0.3% active; AID 602342;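 active = mean replicate activation score at least 90 and every replicate individually at or above 90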;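 note: higher luciferase means less miR-122 activity so hits act as miR-122 inhibitors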
Cneo AK release = causes C. neoformans cell lysis | AID 651654 | 360,000 tested, 0.2% active | adenylate kinase release luminescence, 4 h; normalised: neutral wells 0, clomiphene wells 100 | lysis activity, % at 15 µM;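 active = mean lysis activity across replicates of at least 80%, whatever share of replicates individually reach that level; inactive = mean lysis activity below 80%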
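Material – log-phase Cryptococcus neoformans yeast cells · Input – 5 × 10^6 yeast cells/mL · Medium – fresh YPD growth medium · Doses – single compound concentration per well · Timing – static 4 h at 37 °C with compound, 1 h detection · Detection – adenylate kinase release luminescence · Read-out – signal increase indicating cell lysis · Control set – Clomiphene as positive lysis control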
SIRT5 inh = blocks human SIRT5 desuccinylation of peptide | Q9NXA8 | Purified SirT5, succinyl-peptide AMC, trypsin-coupled fluorescence | inhibition, % at 15 µM | 330,000 tested, 1.1% active | AID 652115; in the data active = inhibition above about 15%
Target sequence (Q9NXA8 whole entry, looked up): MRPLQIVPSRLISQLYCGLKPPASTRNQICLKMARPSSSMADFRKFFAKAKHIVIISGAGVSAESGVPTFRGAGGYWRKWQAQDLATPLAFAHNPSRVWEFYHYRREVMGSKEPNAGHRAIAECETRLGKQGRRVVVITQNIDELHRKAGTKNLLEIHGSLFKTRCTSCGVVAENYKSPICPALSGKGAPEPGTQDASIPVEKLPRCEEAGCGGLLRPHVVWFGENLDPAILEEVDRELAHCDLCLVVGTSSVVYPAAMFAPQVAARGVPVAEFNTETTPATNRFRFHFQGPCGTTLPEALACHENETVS
Statin myotox sup = suppressors of simvastatin-induced myotoxicity in C2C12 myotubes; rescue of ATP level, % at 7.49 µM; AID 602340; ATP luminescence, 48 h; scaled: DMSO 0, geranylgeraniol control 100; 330,000 tested, 0.78% active;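 active = mean ATP rescue above about 67%, or every replicate alone reaching that limit, limit read from the data, passing the limit was not always enough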;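 note: myotubes were challenged with 10 µM simvastatin during compound exposure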
ARNT-TACC3 inh = disruptors of human ARNT/TACC3 interaction. Q9Y6A5. AlphaScreen His-ARNT PAS-B/GST-TACC3 binding, luminescence; TACC3 fragment carries E629A point mutation. inhibition, % at 9.99 µM. 390,000 tested, 0.66% active. AID 623870;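 active = mean inhibition of replicates at least 50% and at least half of replicates each reaching 50%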;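 note: 0% = complete ARNT plus TACC3 wells and 100% = ARNT alone without TACC3; many hits fall short of the cut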
esBAF inh = blocks esBAF chromatin remodeling in mouse ES cells. Bmi1-luciferase knock-in reporter, 24 h; 100% = twice the neutral-well signal. reporter increase, % at 12.5 µM. 350,000 tested, 2% active; in the data active = activation above about 40%;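 note: 0% = median of the plate's neutral control wells and 100% = double that signal; a rise in the Bmi1 reporter signal indicates esBAF inhibition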
Active calls of the source: *; [ ] = another dose, or the depositor's remark.

For O=C(CCCCCn1c(=O)[nH]c2ccsc2c1=O)N1CCN(C2CCCCC2)CC1 the results were ERp5 block -1, miR122 inh 0, Cneo AK release 2, Statin myotox sup 5, ARNT-TACC3 inh 5 and esBAF inh -5.
For Cc1ccccc1N=C1Nc2ccccc2CS1 the results were miR122 inh 0, Cneo AK release 5 and ARNT-TACC3 inh 0.
Screening COc1ccc(-n2nnnc2SCC(=O)Nc2ccc3c(c2)OCCO3)c(OC)c1 returned miR122 inh -2, Statin myotox sup 9, ARNT-TACC3 inh -1 and esBAF inh 22.
Screening Cc1ccc(N2C(=O)N(CC(=O)Nc3ccc(F)c(F)c3)C(=O)C2C)cc1 (stereo not drawn) returned ERp5 block 2, miR122 inh -2, Cneo AK release -6, SIRT5 inh 12, Statin myotox sup -6, ARNT-TACC3 inh -2 and esBAF inh 30.
Screening CC=Cc1ccc2n(c1=O)C[C@H]1[C@H](CO)[C@@H](C(=O)NC3Cc4ccccc4C3)N(CC3CC3)[C@@H]21 (mixture of isomers) returned ERp5 block 3, miR122 inh 0[16.7 µM], Cneo AK release -7, SIRT5 inh -2, Statin myotox sup 26, ARNT-TACC3 inh 1 and esBAF inh 3.
C/C(=N\NC(=O)c1ccccc1C)c1cccc([N+](=O)[O-])c1 was read as miR122 inh -9, Cneo AK release 0 and ARNT-TACC3 inh 14.
Screening O=C(CSc1nc(=O)n(CCCN2CCOCC2)c2c1CCC2)Nc1ccccc1F returned ERp5 block 0, miR122 inh -7, Cneo AK release -3, SIRT5 inh 10, Statin myotox sup -9, ARNT-TACC3 inh -1 and esBAF inh -1.
For COc1ccccc1OC(=O)c1cc2ccccc2oc1=O the results were ERp5 block 3, Cneo AK release 0, SIRT5 inh -3, Statin myotox sup -10 and esBAF inh -7.
Screening COc1ccc(S(=O)(=O)Nc2ccc3c(c2)C(=O)N([C@H](C)CO)C[C@@H](C)[C@H](CN(C)C(=O)Nc2c(C)noc2C)OCCCC[C@@H](C)O3)cc1 returned ERp5 block 1, miR122 inh 13[16.7 µM], Cneo AK release 1, SIRT5 inh 1, Statin myotox sup 57, ARNT-TACC3 inh 0 and esBAF inh -3.
For c1ccc(OCCN2CCNCC2)cc1 the results were ERp5 block -2, miR122 inh 0, Cneo AK release 0, Statin myotox sup -3, ARNT-TACC3 inh 1 and esBAF inh -4.
CC(C)C(NC(=O)c1ccco1)C(=O)OCC(=O)c1ccccc1 (stereo not drawn) was read as ERp5 block 7, miR122 inh -4, SIRT5 inh 1, Statin myotox sup 4, ARNT-TACC3 inh 1 and esBAF inh 9.
For CCCCC(=O)Nc1nnc(CCc2ccccc2)s1 the results were ERp5 block 10, miR122 inh -10, Cneo AK release 5, SIRT5 inh -3, Statin myotox sup 4, ARNT-TACC3 inh 1 and esBAF inh -6.
Screening CC(=O)NC(c1cccs1)c1cc(Cl)c2ccccc2c1O (stereo not drawn) returned ERp5 block 2, miR122 inh 2, Cneo AK release -2, Statin myotox sup -1, ARNT-TACC3 inh 6 and esBAF inh -7.
Screening C=C1CCC[C@]2(C)C[C@H]3OC(=O)C(CN4CCCCC4CO)[C@H]3CC12 (stereo partly drawn) returned ERp5 block 1, miR122 inh -13, Cneo AK release 6, SIRT5 inh 0, Statin myotox sup 6, ARNT-TACC3 inh -10 and esBAF inh 24.
CC1CCCC(NC(=O)COC(=O)[C@@H]2CC(O)CN2S(=O)(=O)c2ccc3c(c2)OCCO3)C1C (stereo partly drawn) was read as ERp5 block 0, SIRT5 inh -4 and ARNT-TACC3 inh -2.

Among those listed so far, these have an aryl methoxy group:
Screening COc1ccc(-n2nnnc2SCC(=O)Nc2ccc3c(c2)OCCO3)c(OC)c1 returned miR122 inh -2, Statin myotox sup 9, ARNT-TACC3 inh -1 and esBAF inh 22.
For COc1ccccc1OC(=O)c1cc2ccccc2oc1=O the results were ERp5 block 3, Cneo AK release 0, SIRT5 inh -3, Statin myotox sup -10 and esBAF inh -7.
Screening COc1ccc(S(=O)(=O)Nc2ccc3c(c2)C(=O)N([C@H](C)CO)C[C@@H](C)[C@H](CN(C)C(=O)Nc2c(C)noc2C)OCCCC[C@@H](C)O3)cc1 returned ERp5 block 1, miR122 inh 13[16.7 µM], Cneo AK release 1, SIRT5 inh 1, Statin myotox sup 57, ARNT-TACC3 inh 0 and esBAF inh -3.

Nothing new here: an excerpt of the list.
Screening C=C1CCC[C@]2(C)C[C@H]3OC(=O)C(CN4CCCCC4CO)[C@H]3CC12 (stereo partly drawn) returned ERp5 block 1, miR122 inh -13, Cneo AK release 6, SIRT5 inh 0, Statin myotox sup 6, ARNT-TACC3 inh -10 and esBAF inh 24.
CC1CCCC(NC(=O)COC(=O)[C@@H]2CC(O)CN2S(=O)(=O)c2ccc3c(c2)OCCO3)C1C (stereo partly drawn) was read as ERp5 block 0, SIRT5 inh -4 and ARNT-TACC3 inh -2.

(listing goes on)
O=C(C[C@@H]1CC[C@@H](NC(=O)Nc2ccc3c(c2)OCO3)[C@@H](CO)O1)NCc1ccc(Cl)cc1 was read as ERp5 block 1, Cneo AK release 0, SIRT5 inh -2, Statin myotox sup 0, ARNT-TACC3 inh 20 and esBAF inh -2.
`O=C(c1ccsc1)N1CCCC(N2CCN(c3ccccc3F)CC2)C1` (stereo not drawn) gave ERp5 block 1, miR122 inh -6, Cneo AK release -2, SIRT5 inh -3, Statin myotox sup -11, ARNT-TACC3 inh -4 and esBAF inh 8.
Oc1ccccc1-c1nc(NCCN2CCOCC2)c2ccccc2n1 was read as miR122 inh -5, Cneo AK release 6 and ARNT-TACC3 inh 33.
`COCC#Cc1ccc([C@H]2[C@@H](CO)N3CCCCN(Cc4cncnc4)C[C@@H]23)cc1` gave ERp5 block -2, miR122 inh 0[16.7 µM], Cneo AK release 1, SIRT5 inh -6 and ARNT-TACC3 inh 7.
`N#Cc1ccccc1/C=C/C(=O)N1CCOCC1` gave ERp5 block 0, miR122 inh -1, SIRT5 inh 0 and ARNT-TACC3 inh -11.
`COCC1CCN(C(=O)c2ccc3oc(CCCc4ccccc4)nc3c2)C1` (stereo not drawn) gave ERp5 block 3, miR122 inh 1, Cneo AK release -39, SIRT5 inh -5, Statin myotox sup -3, ARNT-TACC3 inh -8 and esBAF inh 46*.
Screening CCc1cc(CNC(=O)CCc2nnc(Cc3cccc(C)c3)o2)on1 returned ERp5 block 5, miR122 inh -5, Cneo AK release 0, SIRT5 inh -7, Statin myotox sup 4, ARNT-TACC3 inh -2 and esBAF inh 3.
O=C(CN1C(=O)NC2(CCSC2)C1=O)NCc1ccccc1 (stereo not drawn) was read as ERp5 block -16, miR122 inh -6, Cneo AK release 0, SIRT5 inh 9, Statin myotox sup 5, ARNT-TACC3 inh -1 and esBAF inh 0.
`O=C(C[C@@H]1CC[C@H](NC(=O)c2ccccn2)[C@@H](CO)O1)NCc1cc(F)cc(F)c1` gave ERp5 block -1, Cneo AK release 38, SIRT5 inh 0, Statin myotox sup 7, ARNT-TACC3 inh 2 and esBAF inh -2.
CCOC(=O)N/N=C(\C)c1ccc(C)o1 was read as ERp5 block 10, SIRT5 inh -8 and ARNT-TACC3 inh 5.
For CCc1nc2ccccc2c(C(=O)OCC(=O)Nc2cccc(S(=O)(=O)N3CCOCC3)c2)c1C the results were miR122 inh 28, Cneo AK release 1, Statin myotox sup 11, ARNT-TACC3 inh 6 and esBAF inh 8.
For CCc1ccc(N(CC(=O)N2CCN(Cc3ccccc3)CC2)S(C)(=O)=O)cc1 the results were ERp5 block 3, Cneo AK release 0, SIRT5 inh -7, Statin myotox sup 3, ARNT-TACC3 inh 2 and esBAF inh -4.
`O=c1[nH]c(CSc2ncc(C(F)(F)F)cc2Cl)nc2ccccc12` gave ERp5 block 1, miR122 inh -5, Cneo AK release 0, SIRT5 inh -34, Statin myotox sup 4, ARNT-TACC3 inh -7 and esBAF inh 14.
`CCCCC(=O)NC(c1ccccc1)c1ccc2cccnc2c1O` (stereo not drawn) gave ERp5 block 1, miR122 inh -27, Cneo AK release -7, SIRT5 inh 1, Statin myotox sup -34, ARNT-TACC3 inh -17 and esBAF inh -62.
`CSCCC(NC(=O)c1ccccc1Br)C(=O)NNC(=O)c1ccncc1` (stereo not drawn) gave ERp5 block 0, Cneo AK release 0, SIRT5 inh -2, Statin myotox sup 2, ARNT-TACC3 inh -13 and esBAF inh -11.
Screening CCOC(=O)c1[nH]c(C)c(/C(O)=C2\C(=O)C(=O)N(CCN(C)C)C2c2ccco2)c1C (stereo not drawn) returned miR122 inh -3, Cneo AK release 0, Statin myotox sup 10, ARNT-TACC3 inh -1 and esBAF inh -1.
COc1ccc(F)cc1S(=O)(=O)n1nnc2ccccc21 was read as ERp5 block 1, SIRT5 inh -10 and ARNT-TACC3 inh -7.
`O=C(C[C@H]1C[C@H]2c3cc(NC(=O)Nc4ccccc4)ccc3O[C@H]2[C@H](CO)O1)NCCN1CCCCC1` gave ERp5 block 1, miR122 inh -4[16.7 µM], Cneo AK release 0, SIRT5 inh 1, Statin myotox sup 2, ARNT-TACC3 inh 0 and esBAF inh -3.
`C(=N\Nc1ccccc1)/c1ccc(N2CCOCC2)cc1` gave miR122 inh -2, Cneo AK release -14, Statin myotox sup -4, ARNT-TACC3 inh 2 and esBAF inh 36.
CC(C)Oc1ccc(C(=O)CCN2CCOCC2)cc1 was read as ERp5 block 2, SIRT5 inh -4 and ARNT-TACC3 inh 7.
CC1(C)CC(NC(=O)C2CCC(=O)N(C3CC3)C2)CC(C)(C)C1 (stereo not drawn) was read as ERp5 block 7, miR122 inh 1, Cneo AK release -1, SIRT5 inh 36*, Statin myotox sup 2, ARNT-TACC3 inh -4 and esBAF inh -4.
For CC1(C(=O)Nc2ccc3ccccc3c2)CCC(=O)N1CC(F)(F)F (stereo not drawn) the results were ERp5 block 1, miR122 inh -5, Cneo AK release 0, SIRT5 inh -10, Statin myotox sup -1 and esBAF inh -5.
Screening COc1ccc(NC(=O)N(C)C[C@H]2Oc3c(NC(=O)c4cnccn4)cccc3C(=O)N([C@H](C)CO)C[C@H]2C)cc1 returned ERp5 block -2, miR122 inh 0[16.7 µM], Cneo AK release -4, SIRT5 inh -2, Statin myotox sup -27, ARNT-TACC3 inh 2 and esBAF inh 3.
`C[C@@H]1CCCCO[C@@H](CN(C)C(=O)c2ccccc2)[C@@H](C)CN([C@H](C)CO)C(=O)c2cc(NC(=O)c3ccccc3)ccc2O1` gave ERp5 block 3, miR122 inh 4[16.7 µM], Cneo AK release -1, SIRT5 inh 0 and ARNT-TACC3 inh 1.
For C[C@@H]1CCCCO[C@@H](CN(C)C(=O)Nc2cccc3ccccc23)[C@H](C)CN([C@@H](C)CO)C(=O)c2cc(NS(=O)(=O)c3cccs3)ccc2O1 the results were ERp5 block 6, miR122 inh -9[16.7 µM], Cneo AK release 2, SIRT5 inh -7, Statin myotox sup 37, ARNT-TACC3 inh -5 and esBAF inh 11.
`C[C@H]1CCCCO[C@H](CN(C)C(=O)Nc2cccc3ccccc23)[C@@H](C)CN([C@@H](C)CO)C(=O)c2cc(NC(=O)Nc3cccc4ccccc34)ccc2O1` gave ERp5 block 3, miR122 inh 3[16.7 µM], Cneo AK release 1, SIRT5 inh 8, ARNT-TACC3 inh 4 and esBAF inh 4.
`COc1ccc(S(=O)(=O)Nc2cccc3c2O[C@@H](CN(C)S(=O)(=O)c2ccc(C)cc2)[C@H](C)CN([C@@H](C)CO)C3=O)cc1` gave miR122 inh 0[16.7 µM], Cneo AK release 3, Statin myotox sup 9, ARNT-TACC3 inh 3 and esBAF inh 0.
O=C(Nc1cccnc1)NC1CCCCC1 was read as ERp5 block -4, miR122 inh 0, Cneo AK release -1, SIRT5 inh 0, Statin myotox sup -1, ARNT-TACC3 inh 2 and esBAF inh 6.
`O=C(NCCc1ccccc1)C1CCN(c2nc3ccccc3o2)CC1` gave ERp5 block 0, miR122 inh -11, SIRT5 inh -3 and ARNT-TACC3 inh -3.
Screening CO[C@H]1CC[C@H]2CCN(C)C(=O)[C@H](C)[C@@H](OC)CN(C)C(=O)c3cccc(C#N)c3OC[C@@H]1O2 returned ERp5 block 7, Cneo AK release -10, SIRT5 inh 0, Statin myotox sup 11, ARNT-TACC3 inh -1 and esBAF inh -3.
CC(C)c1nnc(NC(=O)CCC(=O)NCc2ccc(F)cc2)s1 was read as ERp5 block 2, miR122 inh -12, Cneo AK release -2, SIRT5 inh 1, Statin myotox sup -7 and esBAF inh -4.

Screening results (PubChem BioAssay)
